S-ASM inh = inhibitors of human secretory acid sphingomyelinase; Potency, µM (highest dose often 57.5 µM), inactives show at the highest dose activity change, negative = inhibition, most hits filed as inhibitors; P17405; AID 504937; 340,000 compounds, 0.006% hits; placental ASM, HMU-PC fluorogenic substrate, 60 min; note: potency is the fitted concentration of half-maximal effect
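Human placenta-derived ASM preincubated with compound 10 min at room temperature, then reacted with 9 uM (final) fluorogenic HMU-PC substrate for 60 min at 37 C. Stop solution raises pH to 10; fluorescence read at Ex 386/Em 447 nm.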
Coupling enz = counter-screen for Giardia aldolase inhibitors: coupling enzyme system. coupling enzyme system counterscreen, AmpLite Red fluorescence. activity change, negative = inhibition, % at 58.2 µM, hits read low. 290,000 compounds, 0.67% hits; in the data active = activity change below about -30%; note: % is set by controls: 0 for no effect and ±100 for the full control effect
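Coupling enzymes only (glyceraldehyde-3-phosphate) + compound, at 57.5 uM final, 10 min RT; add substrate/coupling/AmpLite Red mix, 20 min RT; fluorescence ex 525/em 598 nm. Actives flag coupling-system interference.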
Menin-MLL TR inh = displaces Texas Red mutant MLL peptide from human menin | Menin + Texas Red MLL mutant peptide, fluorescence polarization | Potency, µM (titrated, usually from 61.6 µM), for inactives: at the highest dose FP activity change, negative = inhibition, hits mostly inhibitors | 270,000 compounds, 0.23% hits; active = well fitted inhibition curve with a large enough effect in the polarisation, with a control signal flat, not every such curve was filed as active; inconclusive = small, poorly fitted or top-dose-only effect, or effect the other way, or a change in a side signal; inactive = no such curve, though single readings can be large or run the other way; the % refers to the polarisation; note: potency is the fitted concentration of half-maximal effect; % of control where 0% means no effect; many of its hits are not listed in these tables
GALK inh = galactokinase (human) inhibition | P51570 | 270,000 compounds, 0.007% hits | Potency, µM (highest dose often 57.5 µM), for the others: at the top dose activity change, negative = inhibition, most hits filed as inhibitors | Purified GALK, Kinase-Glo residual ATP luminescence; note: potency is the fitted concentration of half-maximal effect; % is set by controls: 0 for no effect and ±100 for the full control effect
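5 nM enzyme, 35 uM ATP, 100 uM galactose, 20 mM HEPES pH8.0, 5 mM MgCl2; 1 h RT; residual ATP by Kinase-Glo Plus luminescence, qHTS format.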
Giardia killer = kills Giardia lamblia; AID 540267; Giardia lamblia trophozoite viability; activity change, % at 7.66 µM, hits read low; 340,000 compounds, 0.15% hits; in the data active = activity change below about -80%; inconclusive = between about -30% and that limit;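 note: parasites exposed to compound for two days anaerobically before the ATP read; % is set by controls: 0 for no effect and ±100 for the full control effect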
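Giardia lamblia trophozoites (100 cells/well) were incubated with compounds for 48 h at 37 deg C under anaerobic conditions. Viability was read as ATP content by one-step luminescence after 15-30 min at room temperature.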
TSG101-PTAP inh = blocks PTAP/TSG101 interaction to inhibit HIV-1 budding; 340,000 tested, under 10 active; Potency, µM (top dose mostly 115 µM), inactives show top-dose activity change, negative = inhibition, most hits filed as inhibitors; Q99816; Fluorescence polarization, FITC-PTAP peptide / Tsg101 binding; active = well fitted inhibition curve with a large enough effect in the main read-out, with a control signal flat, not every such curve was filed as active; inconclusive = small, poorly fitted or top-dose-only effect, or effect the other way, or a change in a side signal; inactive = no such curve, though single readings can be large or run the other way; note: potency is the fitted concentration of half-maximal effect; % of control where 0% means no effect
Target sequence (Q99816 whole entry, looked up): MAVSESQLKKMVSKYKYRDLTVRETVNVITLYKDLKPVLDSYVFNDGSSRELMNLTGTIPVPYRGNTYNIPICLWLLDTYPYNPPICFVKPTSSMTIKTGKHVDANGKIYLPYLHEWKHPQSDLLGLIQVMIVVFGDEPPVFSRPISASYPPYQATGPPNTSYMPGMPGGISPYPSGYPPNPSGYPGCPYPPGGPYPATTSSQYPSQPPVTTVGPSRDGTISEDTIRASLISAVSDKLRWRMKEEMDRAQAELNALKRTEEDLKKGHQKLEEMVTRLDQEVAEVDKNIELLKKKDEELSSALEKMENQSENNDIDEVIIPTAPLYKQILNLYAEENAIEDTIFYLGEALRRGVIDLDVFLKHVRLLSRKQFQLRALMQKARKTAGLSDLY
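Steps: Tsg101 binding domain dispensed (10 uM final), compounds pinned in DMSO, FITC-labeled PTAP-motif peptide added (50 nM final); after 20 min binding at room temperature, polarization measured.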
Tb PFK inh = inhibitors of T. brucei phosphofructokinase; O15648; T. brucei PFK, ADP-Glo luminescence; Potency, µM (series often up to 57.5 µM), for inactives: top-dose activity, negative = inhibition, hits mostly inhibitors; 330,000 compounds, 0.17% hits;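 note: potency is the fitted concentration of half-maximal effect; 0% = uninhibited 1x PFK enzyme wells and -100% = no-enzyme wells; nearly all actives have a fitted effect of over 60% in size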
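1.25 nM PFK with 0.5 mM F6P and 0.1 mM ATP in 0.1 M TEA pH 8.0, 5 mM MgCl2, incubated 45 min at room temperature; ADP measured by ADP-Glo luminescence; compounds titrated up to 57 uM.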
PKM2 activator = activators of human pyruvate kinase M2 | 260,000 compounds, 0.34% hits | purified PKM2, Kinase-Glo ATP luminescence, activation; response scale: 0% is enzyme alone, no compound | P14618 | AID 1631 | Potency, µM (top dose mostly 57.5 µM), inactives show at the top dose activation, actives largely listed as activators; note: potency is the fitted concentration of half-maximal effect; % is set by controls: 0 for no effect and ±100 for the full control effect; nearly all actives have a fitted effect of over 55% in size
Target sequence (P14618 whole entry, looked up): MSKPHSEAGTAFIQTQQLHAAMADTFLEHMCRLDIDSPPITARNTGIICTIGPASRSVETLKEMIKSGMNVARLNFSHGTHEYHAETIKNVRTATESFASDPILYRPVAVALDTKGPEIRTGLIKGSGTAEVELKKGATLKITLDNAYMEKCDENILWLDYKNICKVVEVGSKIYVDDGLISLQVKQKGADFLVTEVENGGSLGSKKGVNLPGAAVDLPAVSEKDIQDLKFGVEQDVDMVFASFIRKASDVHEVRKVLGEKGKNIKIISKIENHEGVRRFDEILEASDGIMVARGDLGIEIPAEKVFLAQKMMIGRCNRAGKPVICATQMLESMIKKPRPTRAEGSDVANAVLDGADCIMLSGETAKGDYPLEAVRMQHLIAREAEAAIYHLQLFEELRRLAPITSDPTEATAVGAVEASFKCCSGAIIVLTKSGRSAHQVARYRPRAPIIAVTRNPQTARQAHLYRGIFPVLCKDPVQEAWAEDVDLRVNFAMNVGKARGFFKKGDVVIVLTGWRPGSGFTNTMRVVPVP
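Purified hPK-M2 (>95%) run at intermediate activity with 0.1 mM ADP and 0.5 mM PEP in 50 mM imidazole pH 7.2, KCl, MgCl2; 1 h room temperature. ATP formed read by Kinase-Glo luminescence; normalized to uninhibited and no-enzyme controls.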
Integrin act MD = activators of alpha7 integrin expression for muscular dystrophy. alpha7betagal myoblasts, beta-gal FDG fluorescence, 48 h. 350,000 compounds, 0.064% hits. Potency, µM (highest dose often 38.3 µM), without a hit: top-dose activation, actives largely listed as activators. AID 624291;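 note: potency is the fitted concentration of half-maximal effect; 100% = response of the positive control SU9516; nearly all actives have a fitted effect of over 60% in size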
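alpha7betagal+/- myoblasts (passage 13, 250/well) treated 48 h at 37C with compounds at 1:260 dilution of DMSO stock. Lysed, then beta-galactosidase activity read as FDG fluorescence (ex 480/em 540) after 30 min, with pre-read for autofluorescence.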
B2AR arrestin = beta2AR (human) beta-arrestin recruitment activity. beta-arrestin recruitment to beta2AR, cell-based reporter. Potency, µM (series often up to 46.1 µM), for the others: at the highest dose activation, usual class: activators. 330,000 compounds, 0.02% hits;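 note: potency is the fitted concentration of half-maximal effect; 0% = DMSO controls and full agonism = EC100 isoproterenol or metaproterenol; nearly all actives have a fitted effect of over 65% in size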
Chronic BCR inh = inhibitors of chronic active B-cell receptor signaling; ABC-DLBCL IkBa-CBG/CBR reporter, luminescence ratio, 4 h; Potency, µM (top dose mostly 46.1 µM), for inactives: at the top dose ratio change, negative = lower green/red ratio, most hits filed as inhibitors; 340,000 compounds, 0.05% hits; AID 493014; active = well fitted inhibition curve with a large enough effect in the signal ratio, with a control signal flat, not every such curve was filed as active; inconclusive = small, poorly fitted or top-dose-only effect, or effect the other way, or a change in a side signal; the % refers to the signal ratio;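 note: potency is the fitted concentration of half-maximal effect; plate controls were basal doxycycline-induced cells for no effect and cells given 10 µM MG132 for full effect; MG132 reads +100%, hits lower the ratio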
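Cell line TMD8 (human ABC DLBCL), stably expressing tet-inducible CBG68-IkBa fusion and CBR; IMDM/0.5% FBS; cpd up to 46 uM; dox induction, 4 h, 37C/5% CO2; dual luminescence; green/red ratio; MG132 control.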
An asterisk follows results filed as active; ? = inconclusive; . = no result given; [ ] = remark or other dose. Unless noted, calls come from the whole dose curve; as a rule, active = well fitted curve in the direction sought with a large enough effect; inconclusive = small, poorly fitted or top-dose-only effect, or another doubt; inactive = no such curve, though single readings can be large; an effect the other way counts as inactive or inconclusive. Only part of the results is shown. The share of hits here may be higher or lower than overall.

SMILES	S-ASM inh	Coupling enz	Menin-MLL TR inh	GALK inh	Giardia killer	TSG101-PTAP inh	Tb PFK inh	PKM2 activator	Integrin act MD	B2AR arrestin	Chronic BCR inh
Cc1ccc(NC(=O)CN(C)C(=O)/C=C/c2ccc3c(c2)OCO3)cc1	-4%	.	.	.	?	-1%	1%	.	21%	0.0%	-7%
Cc1cc(C)nc(SCC(=O)N2CCOCC2)n1	5%	0	0%	0%	26	3%	-1%	-2%	7%	0.4%	7%
Cc1ccc(C(=O)NCCC(=O)N2CCC3(CC2)NCCc2[nH]cnc23)cc1C	2%	1	5%	1%	-4	-4%	-2%	.	3%	-0.1%	-2%
O=C(Nc1ccc2c(c1)OCCO2)C1CCCN(S(=O)(=O)c2cccnc2)C1 (centres undefined)	0%	-1	-5%	1%	4	1%	0%	-15%	0%	0.0%	?
Cc1ccnc(NC(=O)CNC(=O)c2ccc3ccccc3c2)c1	-2%	.	.	.	7	-2%	2%	.	-19%	-1.0%	?
Cn1c(NC(=O)c2cc(-c3ccc4c(c3)OCO4)nc3ccccc23)cc(=O)n(C)c1=O	0%	-1	?	2%	-21	0%	0%	-9%	-9%	-0.3%	1%
O=C(CSc1nc(O)c(C2CCCCC2)c(=O)[nH]1)Nc1ccc(Cl)cc1	-11%	9	30%[activator]	-3%	1	-2%	.	7%	-1%	.	.
COc1ccc(-n2cc(C#N)c(=O)[nH]c2=O)cc1	2%	3	17%	1%	-15	-1%	2%	9%	5%	0.5%	2%
Cc1cc(C(=O)OCC(=O)N(C)C2CCS(=O)(=O)C2)c(C)n1-c1ccccc1 (centres undefined)	1%	0	-8%	-3%	4	2%	-8%	-2%	8%	-0.8%	-14%
CC(C)NC(=O)/C(C#N)=C/c1cccc(NC(=O)c2ccccc2Cl)c1	-3%	0	-3%	2%	-17	-1%	12%	9%	-29%	-0.2%	?
CCN(CC)CCNC(=O)c1cccc(NC(=O)C(=O)c2ccccc2NC(C)=O)c1	-3%	3	-13%	6%	-5	-1%	-4%	-5%	0%	0.0%	-9%
CC1C(O)=C(c2nc3ccccc3[nH]2)C(=N)N1c1ccccc1 (centres undefined)	-2%	1	.	-5%	0	-3%	0%	0%	7%	0.2%	-23%
Cc1ccccc1Nc1nc(N2CCOCC2)nc(N2CCOCC2)n1	1%	2	1%	3%	-2	-2%	0%	.	?	0.0%	?
O=C(CSc1nnc(SCc2ccc(Cl)cc2)s1)N1CCN(C(=O)c2ccco2)CC1	2%	0	3%	2%	6	-6%	1%	2%	3%	-0.4%	0%
O=C1C(C=NCCCN2CCOCC2)=C(O)c2ccccc21	0%	-1	4%	5%	16	-11%	-6%	4%	19%	0.1%	-8%
C(=N\Nc1ccc2nncn2n1)/c1ccco1	-5%	0	.	-3%	8	-1%	1%	-1%	35%	-0.6%	8%
O=C(CCN1CCN(c2ccccc2)CC1)NNC(=S)Nc1ccccc1	4%	1	-2%	9%	9	-1%	-2%	0%	?	-0.3%	3%
O=C(NCCN1CCOCC1)c1cc(-c2ccc(F)cc2)nc2ccccc12	2%	.	.	.	2	0%	1%	.	9%	0.3%	?
Cc1ccc(C(=O)Nc2ccc3c(c2)CCC3)o1	-2%	-16	-9%	0%	-9	-6%	4%	-41%	1%[7.66 µM]	0.0%	-9%
CC/C(=N\NC(=O)c1ccc(Br)cc1)c1ccccc1	-1%	0	-3%	5%	-10	-4%	-4%	2%	14%	0.0%	-7%
CCOc1ccc(-c2cccc(NC(=O)c3cccs3)c2)nn1	-1%	.	.	.	-13	-7%	-1%	.	-34%	0.1%	-10%
COc1ccc(S(N)(=O)=O)cc1C(=O)OCC(=O)N1CC(=O)Nc2ccccc21	2%	.	.	.	0	-8%	-9%	.	-28%	-0.2%	-6%
COc1ccc(OC)c(S(=O)(=O)NCc2cccnc2)c1	1%	0	-12%	-5%	7	-4%	3%	-5%	-7%	0.2%	-1%
Cc1ccc(-c2cc(C(=O)Nc3nn[nH]n3)c3ccccc3n2)c(C)c1	-5%	1	16%	2%	-9	-2%	-1%	1%	-8%	-0.8%	1%
CC1(C)Cc2c(cnn2-c2cccc(F)c2)C(NC(=O)c2csnn2)C1 (centres undefined)	-2%	3	-2%	-8%	7	-4%	1%	-6%	17%	-0.5%	?
COc1ccc(CC(=O)OCC(=O)Nc2ccc(Cl)cn2)cc1	4%	1	-9%	4%	-14	-1%	8%	9%	?	0.1%	?
Cc1ccc(S(=O)(=O)N2CCC(C(=O)NCCCN3CCCC3=O)CC2)cc1	-3%	.	.	.	14	-1%	3%	.	11%	-1.1%	0%
CCN(CC)S(=O)(=O)c1ccc2c(c1)nc(SCn1nnc3ccccc3c1=O)n2CC	-6%	0	-1%	4%	-14	-6%	1%	-12%	-4%	0.3%	-1%
CCOC(=O)CSC1=C(C#N)C(c2ccc(Cl)cc2)CC(=O)N1 (centres undefined)	-1%	4	7%	2%	-11	-3%	3%	0%	3%	0.1%	-7%
COc1ccc(Cl)cc1S(=O)(=O)N1CCCC(C(=O)N2CCOCC2)C1 (centres undefined)	1%	.	.	-2%	-4	0%	-4%	-8%	7%	-0.8%	?
COc1ccccc1C(c1nnnn1CCc1ccccc1)N1CCCCCC1 (centres undefined)	0%	-3	-12%	-6%	-20	0%	14%	9%	-54%[inhibitor]	0.0%	?
O=C(O)C1CC=CCC1C(=O)NCc1ccc2c(c1)OCO2 (centres undefined)	5%	0	11%	0%	9	0%	0%	0%	-1%[7.66 µM]	-1.1%	-2%
O=C(CN1CCCCCCC1)N/N=C/c1ccccc1F	2%	2	12%	1%	0	-1%	2%	3%	3%	1.0%	2%
COCC(C)NC(=O)c1cc(-c2ccccc2OC)on1 (centres undefined)	0%	-3	-9%	-2%	6	-5%	10%	-2%	14%	-1.1%	?
CCOC(=O)c1ccc(NC(=O)Nc2ccon2)cc1	0%	4	.	4%	-19	-4%	2%	-6%	-24%	-0.8%	?
CCNc1nnc(SCC(=O)NC2CCCCCC2)s1	0%	.	.	.	0	-1%	2%	.	-5%	-0.3%	-1%
COc1ccc(C(=O)C(Cc2cc(C(C)=O)ccc2OC)N2CCCC2)cc1 (centres undefined)	0%	-2	-6%	5%	-9	-7%	1%	3%	16%	0.2%	?
CC1=C(C(=O)Nc2ccccn2)C(c2ccc3c(c2)OCO3)C2=C(CC(C)(C)CC2=O)N1 (centres undefined)	454%[activator]	6	-5%	-2%	14	0%	1%	2%	-14%	0.1%	6%
CNC(=O)/C(=C\c1ccco1)NC(=O)c1ccco1	0%	-1	1%	-2%	-19	0%	-4%	-6%	0%	0.8%	3%
Cc1ccccc1COc1cccc(/C=N/NC(=O)c2nnn(-c3nonc3N)c2C)c1	-1%	-3	?	2%	0	0%	1%	.	10%	-0.2%	4%
COc1ccc(-c2csc(NC(=O)c3ccccc3NS(=O)(=O)c3ccc(C)cc3)n2)cc1	24%	2	?	-4%	-2	-6%	6%	3%	-1%	-0.3%	?
Cn1c(=O)cc(OCCCC(=O)NCCC2=CCCCC2)c2ccccc21	-1%	-3	-4%	-1%	1	-2%	1%	-6%	-3%	0.0%	?
Cc1ccn2c(Nc3ccc4c(c3)OCO4)c(-c3ccccn3)nc2c1	10%	-24	35µM*	-3%	-21	1%	1%	-6%	-10%	0.3%	4%
COc1cccc(-c2cc(C(=O)N3CCN(C(c4ccccc4)c4ccccc4)CC3)no2)c1	-4%	2	12%	0%	9	-3%	4%	0%	11%	-0.1%	-5%
CC(C)(C)n1nc2c(c1NC(=O)Cc1ccc([N+](=O)[O-])cc1)CS(=O)(=O)C2	-6%	.	.	1%	9	-1%	-13%	0%	18%	-1.0%	0%
O=C(CCCc1ccccc1)Nc1ccnn1C1CCN(Cc2ccccc2F)CC1	.	.	.	-5%	-7	-2%	-1%	12%	-8%	-0.3%	-4%
O=C(NCCO)C1COc2ccccc2O1 (centres undefined)	2%	7	5%	-1%	14	0%	-2%	-5%	-26%	-0.3%	2%
COc1ccc(COCC(O)CN2CCN(S(=O)(=O)c3ccc(C(C)C)cc3)CC2)cc1 (centres undefined)	-1%	.	.	.	-4	-2%	-27%	.	0%	0.2%	-3%
CC1(c2ccc(OC(F)F)cc2)NC(=O)N(CC(=O)Nc2ccc(Cl)cc2F)C1=O (centres undefined)	-5%	-1	27%	1%	3	-6%	4%	3%	-11%	-1.0%	0%
CSc1ncc(Cl)c(C(=O)Nc2sc3c(c2C(=O)NCc2ccco2)CCCC3)n1	.	0	-22%	-1%	.	.	2%	1%	.	-0.2%	1%

Source: PubChem BioAssay
